Source: PubChem BioAssay (National Center for Advancing Translational Sciences (NCATS))
pAkt inh: blocks phosphorylation of Akt; Neuro2A IGF-stimulated pAkt S473 HTRF, 20 min; stronger effect = lower value; 0.32% of 360,000 active; activity change, % for hits at 50 µM; in the data active means activity change below about -80%; inconclusive means mostly about -51% to -80%; further: on the % scale 0 is the no-effect control and ±100 the full control effect
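Single-point screen (50 µM final compound) in Neuro2A cells stimulated 20 min with 6 nM IGF at 37 deg C. After lysis, Ser473-phosphorylated Akt read by HTRF (ex 330 nm, em 615/665 nm) as the 665/615 ratio.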
MmCpn inh: inhibitors of Methanococcus maripaludis chaperonin (MmCpn) | AID 504842 | purified Mm-Cpn ATPase, ADP Transcreener TR-FRET | Potency, µM (doses to about 76.9 µM), for inactives: top-dose activity, negative = inhibition, actives largely listed as inhibitors | 0.031% of 330,000 active; further: potency means the concentration at half of the fitted maximal effect; on the % scale 0 is the no-effect control and ±100 the full control effect; nearly all actives have a fitted effect of over 80% in size
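Quantitative HTS used 25 nM Mm-CPN and 10 uM ATP in magnesium/KCl Tris buffer, pH 7.4, with 1 mM DTT. Hydrolysis ran 30 min at 37°C; ADP was read by HTRF.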
A549 viability: A549 cytotoxicity, counter-screen for Nrf2 inhibitors; A549 ARE-Fluc cells, CellTiter-Fluor viability, 18-24 h; Potency, µM (doses to about 46 µM), inactives show top-dose activity change, negative = cytotoxicity, usual class: inhibitors; 0.16% of 390,000 active; further: potency means the concentration at half of the fitted maximal effect; on the % scale 0 is the no-effect control and ±100 the full control effect
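Cytotoxicity counterscreen: CellTiter-Fluor fluorescence was measured in A549 ARE_Fluc cells after 18-24 h of compound exposure in a concentration series. The subsequent BugLite luminescent read reports ARE-luciferase activity.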
CCT modulator: modulators of cytosolic chaperonin (CCT/TRiC) activity | purified chaperonin ATPase assay, HTRF ADP detection, 30 min | activity change, % (test concentration not listed), hits read low | 0.3% of 360,000 active | AID 651819; in the data active means activity change below about -30%; further: on the % scale 0 is the no-effect control and ±100 the full control effect
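Nucleotide hydrolysis assay: TRiC at 20–40 nM final (set by batch activity) with 10 uM ATP, 30 min at 37 °C, in presence of 76 uM compound. Detection by competitive ADP HTRF, 30 min ambient.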
TGFb inhibitor: blocks TGF-b signaling | 1.2% of 410,000 active | Potency, µM (series often up to 46.1 µM), without a hit: at the highest dose activity, negative = inhibition, most hits filed as inhibitors | HepG2 CAGA-GFP TGF-b/SMAD3 reporter, GFP fluorescence, 18 h; TGF-beta stimulated, 500 pg/mL final; further: potency means the concentration at half of the fitted maximal effect; on the % scale 0 is the no-effect control and ±100 the full control effect; nearly all actives have a fitted effect of over 65% in size
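Using HEPG2 CAGA-GFP reporter cells at 1000 cells/well, we pinned test compounds, stimulated with recombinant TGF-beta (500 pg/mL final) and measured total well GFP after 18 h.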
Nrf2 activator: activates Nrf2 signaling; AREc32 ARE-luciferase reporter (MCF7-derived line), luminescence, 24 h; Potency, µM (series often up to 46.1 µM), inactives show top-dose activation, actives largely listed as activators; 0.31% of 410,000 active; further: potency means the concentration at half of the fitted maximal effect; % of control where 0% means no effect; nearly all actives have a fitted effect of over 65% in size
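ARE activation measured as luciferase luminescence (Steady-Glo, 30 min RT) in AREc32_Fluc cells after 24 hr compound exposure at 37 deg C, 5% CO2; cells seeded overnight at 1000/well in OPTI-MEM, 5% FBS.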
EPAC2 agonist: activates human EPAC2 exchange factor; Q8WZA2; EPAC2 activation, biochemical qHTS; response scale: 100% = 6.5 mM cAMP response; Potency, µM (doses to about 154 µM), inactives show at the highest dose activation, most hits filed as activators; 0.079% of 360,000 active; further: potency means the concentration at half of the fitted maximal effect; nearly all actives have a fitted effect of over 50% in size
Target sequence (Q8WZA2 whole entry, looked up): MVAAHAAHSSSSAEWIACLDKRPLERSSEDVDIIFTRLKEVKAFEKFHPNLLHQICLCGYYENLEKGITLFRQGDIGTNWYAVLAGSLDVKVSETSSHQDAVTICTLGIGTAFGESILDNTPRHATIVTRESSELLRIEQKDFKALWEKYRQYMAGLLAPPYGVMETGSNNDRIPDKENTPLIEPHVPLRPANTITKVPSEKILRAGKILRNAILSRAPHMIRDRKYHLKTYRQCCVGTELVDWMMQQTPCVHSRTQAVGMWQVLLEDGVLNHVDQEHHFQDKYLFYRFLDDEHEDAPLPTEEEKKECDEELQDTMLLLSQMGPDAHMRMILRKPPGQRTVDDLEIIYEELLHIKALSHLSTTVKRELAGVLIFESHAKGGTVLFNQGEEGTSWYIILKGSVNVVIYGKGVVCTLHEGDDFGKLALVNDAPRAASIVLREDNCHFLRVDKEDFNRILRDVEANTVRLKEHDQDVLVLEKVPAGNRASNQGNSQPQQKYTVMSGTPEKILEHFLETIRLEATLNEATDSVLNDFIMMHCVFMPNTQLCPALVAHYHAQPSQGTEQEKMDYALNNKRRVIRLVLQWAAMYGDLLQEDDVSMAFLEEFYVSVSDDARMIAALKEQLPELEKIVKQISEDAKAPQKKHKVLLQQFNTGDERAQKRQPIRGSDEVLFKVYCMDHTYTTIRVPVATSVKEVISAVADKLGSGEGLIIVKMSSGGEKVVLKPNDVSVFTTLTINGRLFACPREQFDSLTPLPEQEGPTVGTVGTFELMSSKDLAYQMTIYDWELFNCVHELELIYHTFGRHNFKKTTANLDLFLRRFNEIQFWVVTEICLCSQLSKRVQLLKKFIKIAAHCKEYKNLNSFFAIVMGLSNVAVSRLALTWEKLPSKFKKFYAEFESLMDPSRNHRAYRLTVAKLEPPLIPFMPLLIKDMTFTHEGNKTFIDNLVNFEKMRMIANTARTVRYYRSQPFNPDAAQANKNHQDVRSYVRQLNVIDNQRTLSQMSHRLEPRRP
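Readout is BODIPY fluorescence (480 nm excitation, 540 nm emission), which falls as labeled GDP is exchanged off Rap1B. EPAC2 at 100 nM acted on 250 nM RAP1B-BODIPY-GDP with 50 uM GDP present.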
EPAC2 antag: blocks human EPAC2 exchange factor | Q8WZA2 | EPAC2 GEF exchange of Rap1B-BODIPY-GDP, fluorescence | Potency, µM (doses to about 114 µM), inactives show at the top dose activity, negative = inhibition, actives largely listed as inhibitors | 0.18% of 360,000 active | AID 720708; further: potency means the concentration at half of the fitted maximal effect; on the % scale 0 is the no-effect control and ±100 the full control effect; nearly all actives have a fitted effect of over 45% in size; many of its hits are not listed in these tables
Nrf2 inh: blocks Nrf2 signaling; A549 ARE-Fluc reporter, luciferase luminescence, 18-24 h; AID 504444; Potency, µM (series often up to 46 µM), for the others: at the highest dose activity change, negative = inhibition, most hits filed as inhibitors; 2.1% of 360,000 active; further: potency means the concentration at half of the fitted maximal effect; on the % scale 0 is the no-effect control and ±100 the full control effect; nearly all actives have a fitted effect of over 60% in size
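In this cell-based qHTS, ARE-driven firefly luciferase in A549 cells reports Nrf2 activity; the luminescent signal after BugLite lysis is the measured value, with a prior CellTiter-Fluor read for cell health.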
Active calls of the source: *; i = inactive; ? = inconclusive; nt = not tested or not shown; & = joins results of further samples; [ ] = dose if it differs, or a comment. Unless noted, the call rests on the fitted dose curve; in most records, active means well fitted curve in the direction sought with a large enough effect; inconclusive means small, poorly fitted or top-dose-only effect, or another doubt; inactive means no such curve, though single readings can be large; an effect the other way counts as inactive or inconclusive. This is a subset; count on the stated rates, not on these rows.

Start of the data: the first three compounds, to show the layout:
SMILES | pAkt inh | MmCpn inh | A549 viability | CCT modulator | TGFb inhibitor | Nrf2 activator | EPAC2 agonist | EPAC2 antag | Nrf2 inh
CCOc1ccc(NC(=O)Cn2cc(C(=O)c3cccs3)c3ccccc32)cc1 | nt | nt | -14% | nt | -28% | 2.6% | nt | nt | ?
O=c1ccn([C@H]2C[C@H](O)[C@@H](CO)O2)c(=O)[nH]1 | i | nt | 1% | 0.3 | -1% | -0.3% | 7% | -16% | -3%
COc1cc([C@H]2Oc3cc([C@H]4Oc5cc(O)cc(O)c5C(=O)[C@@H]4O)ccc3O[C@@H]2CO)ccc1O | i | -1% | -4% | -4.2 | 6% | 0.3% | 11% | 8% | -6%

The whole of this part, from the start:
SMILES | pAkt inh | MmCpn inh | A549 viability | CCT modulator | TGFb inhibitor | Nrf2 activator | EPAC2 agonist | EPAC2 antag | Nrf2 inh
CCOc1ccc(NC(=O)Cn2cc(C(=O)c3cccs3)c3ccccc32)cc1 | nt | nt | -14% | nt | -28% | 2.6% | nt | nt | ?
O=c1ccn([C@H]2C[C@H](O)[C@@H](CO)O2)c(=O)[nH]1 | i | nt | 1% | 0.3 | -1% | -0.3% | 7% | -16% | -3%
COc1cc([C@H]2Oc3cc([C@H]4Oc5cc(O)cc(O)c5C(=O)[C@@H]4O)ccc3O[C@@H]2CO)ccc1O | i | -1% | -4% | -4.2 | 6% | 0.3% | 11% | 8% | -6%
COC(=O)C1=CO[C@@H](OC2OC(CO)C(O)C(O)C2O)[C@@H]2[C@@H](C)[C@@H](O)C[C@H]12 (stereo partly specified) | i | nt | 4% | -0.7 | 11% | 0.2% | 10% | -12% | -5%
Cc1ccnc(NC(c2cccc(O)c2)c2ccc3ccc(C)nc3c2O)c1 (stereo unspecified) | nt | nt | -2% | nt | ? | ? | nt | nt | 7%
C/C=C(/C)C(=O)OC1c2c(ccc3ccc(=O)oc23)OC(C)(C)C1OC(=O)/C(C)=C\C (stereo unspecified) | i | nt | ? | -0.1 | 11µM* | 2.2% | -5% | ? | ?
Nc1c2c(nc3ccccc13)CCCC2O (stereo unspecified) | i | nt | 0% | -0.6 | 17% | -0.4% | 5% | -3% | -9%
CCn1cc(C(=O)O)c(=O)c2cc(F)c(N3CCNCC3)nc21 | i | nt | -1% | -1.7 | 3% | 0.5% | -6% | -13% | 10%
Nc1ncnc2nc[nH]c12 | i | 0%&2% | 1%&-13%&-1% | -0.1&-1.0&-2.4 | 0%&21%&29% | -0.4%&0.4%&-0.8% | 1%&7%&2% | 22%&4%&-15% | ?
COc1ccc(/C=N/NC(=O)c2ccncc2)cc1OC | i | 1% | 12% | -3.4 | -35% | 2.1% | 4% | -6% | -7%
Cc1cc(C)cc(OCC2CNC(=O)O2)c1 (stereo unspecified) | i | nt | nt | 0.0 | -6% | -0.6% | -4% | -5% | nt
CNc1c2c(nn1C)CCCC2 | i | 0%&0% | 0%&0% | 0.4&-0.2 | -3%&-2% | -0.1%&0.3% | 3%&-2% | 2%&5% | 4%&-1%
C[C@@H]1C[C@H]2[C@@H]3C[C@H](F)C4=CC(=O)C=C[C@]4(C)[C@@]3(F)[C@@H](O)C[C@]2(C)[C@@]1(O)C(=O)COC(=O)C(C)(C)C | i | 2% | 1% | 1.6 | -6% | -0.5% | -7% | 15% | 0.052µM*
CC1OC(CC(=O)O)CC2=C1C(=O)c1c(O)cccc1C2=O (stereo unspecified) | i | nt | 15µM* | 0.1 | ? | -1.1% | 9% | ? | 21µM*
CN(C)CCOc1ccccc1Cc1ccccc1 | nt | 1% | 0% | 0.1 | 8% | -0.4% | -12% | -14% | 7%
C/C=C(/C)C(=O)O[C@@H]1c2cc(OC)c(OC)c(OC)c2-c2c(cc3c(c2OC)OCO3)C[C@H](C)[C@]1(C)O | i | 3% | -1% | -1.1 | 8% | 0.8% | -7% | -9% | 5%
C[C@H]1c2cccc(O)c2C(O)=C2C(=O)[C@]3(O)C(O)=C(C(N)=O)C(=O)[C@@H](N(C)C)C3[C@@H](O)C21 (stereo partly specified) | i | 1% | -18% | -4.3 | 38%[activator] | -0.2% | 3% | 6% | ?
CC12CCC(=O)C=C1CCC1C2CCC2(C)C1CC[C@]2(O)C(=O)CO (stereo partly specified) | i | -2% | -18% | -0.5 | 24% | -0.3% | 1% | 19% | ?
CC[C@]1(O)C[C@@H]2CN(CCc3c([nH]c4ccccc34)[C@@](C(=O)OC)(c3cc4c(cc3OC)N(C)[C@H]3[C@@](O)(C(=O)OC)[C@H](OC(C)=O)[C@]5(CC)C=CCN6CC[C@]43[C@@H]65)C2)C1 | i | -5%[15.4 µM] | ? | -1.6 | ? | 4.0% | 9% | 7% | ?
O=C(O)CNC(=O)c1ccccc1 | i | 2% | -1% | -2.1 | 8% | 0.2% | -4% | 7% | 3%
CC(C)(CO)C(O)C(=O)NCCCO (stereo unspecified) | i | 0% | -1% | -0.1 | 19% | 0.4% | -4% | 4% | 10%
COc1c(O)cc2c(c1O)[C@@H]1O[C@H](CO)[C@@H](O)[C@H](O)C1OC2=O (stereo partly specified) | i | 3% | -16% | 0.0 | -6% | -0.4% | 1% | 5% | 0%
O=C(O)/C=C/c1ccc(O)cc1 | i | nt | 13% | 1.5 | 15% | 0.0% | -2% | -18% | -21%
COc1c(O)cc2c(c1O)[C@@H]1OC(CO)C(O)C(O)[C@H]1OC2=O (stereo partly specified) | i | nt | 0% | 0.8 | -4% | -0.2% | 8% | -9% | 4%
CCCCOc1ccc(CC(=O)NO)cc1 | i | 2% | -8% | -0.9 | 5% | 9.2% | -1% | 2% | 10%
CCOC(=O)NNc1nncc2ccccc12 | i | -2% | -1% | -1.1 | -3% | -1.6% | 2% | 26% | 3%
COc1ccc(-n2[nH]c3c(cnc4ccccc43)c2=O)cc1 | i | nt | nt | -2.0 | -6% | 3.3% | -4% | -22% | nt
Cc1ccc(NC(=O)Cn2c(=O)n(CCC(=O)N3CCc4ccccc4C3)c(=O)c3ccccc32)c(C)c1 | nt | nt | -18% | nt | -25% | 2.0% | nt | nt | -19%
Cc1cccc2nc(-c3ccccn3)c(Nc3ccccc3)n12 | nt | nt | -26% | nt | ? | 3.7% | nt | nt | 10µM*
Cc1ccccc1Cc1c(C)nc2c(-c3ccccc3)c(C)[nH]n2c1=O | nt | nt | ? | nt | ? | -0.7% | nt | nt | 18µM*
COc1ccc(/C=C/C(=O)O)cc1 | i | 2% | 8% | -0.6 | 2% | 0.1% | 10% | -12% | -2%
COc1ccc(OCC(=O)Nc2cc(-c3nc4ccccc4s3)ccc2C)cc1 | nt | nt | -5% | nt | -12% | 4.7% | nt | nt | ?
Cc1[nH]c2ccccc2c1/C=N/NC(N)=S | i | 1% | 6% | -2.0 | -12% | 1.4% | 3% | 0% | 2%
O=C(Nc1ccc(C(=O)O)c(O)c1)c1ccccc1 | i | -1% | -9% | -1.4 | 7% | -0.6% | 11% | -3% | -21%
Cc1cccc2c1NC(=O)/C2=C\C(=O)c1cccs1 | i | -2% | 6% | 1.9 | 10µM* | 0.4% | -3% | -1% | -5%
COC(c1ccccc1)(c1ccccc1)C(Oc1nc(C)cc(C)n1)C(=O)O (stereo unspecified) | i | 1% | 6% | 0.9 | 17% | 2.9% | 4% | -2% | 6%
COc1ccc(CNC(=O)Nc2ccc3c(c2)N(C)C(=O)c2ccccc2S3)cc1OC | nt | nt | 3% | nt | ? | 0.3% | nt | nt | 2%
NNC(=O)CP(=O)(c1ccccc1)c1ccccc1 | i | 6% | -1% | 0.7 | -1% | -0.7% | 3% | -11% | 9%
NC(N)=NC(=O)Cc1c(Cl)cccc1Cl | i | -9% | -9% | 0.1 | -4% | -0.3% | 3% | 3% | 8.2µM*
COc1ccc(CN2CCN(C(c3ccc(F)cc3)c3ccc(F)cc3)CC2)c(OC)c1OC | i | nt | ? | 1.2 | ? | -1.9% | 10% | -13% | ?
Cc1ccc(Nc2nc3ccccc3c3nnc(C)n23)c(C)c1 | nt | nt | 16% | nt | -6% | -0.3% | nt | nt | 6%

Records listed above shown as hits in Nrf2 inh:
| molecule | pAkt inh | MmCpn inh | CCT modulator | TGFb inhibitor | EPAC2 agonist | EPAC2 antag | Nrf2 inh |
| --- | --- | --- | --- | --- | --- | --- | --- |
| C[C@@H]1C[C@H]2[C@@H]3C[C@H](F)C4=CC(=O)C=C[C@]4(C)[C@@]3(F)[C@@H](O)C[C@]2(C)[C@@]1(O)C(=O)COC(=O)C(C)(C)C | i | 2% | 1.6 | -6% | -7% | 15% | 0.052µM* |
| CC1OC(CC(=O)O)CC2=C1C(=O)c1c(O)cccc1C2=O (stereo unspecified) | i | nt | 0.1 | ? | 9% | ? | 21µM* |
| Cc1cccc2nc(-c3ccccn3)c(Nc3ccccc3)n12 | nt | nt | nt | ? | nt | nt | 10µM* |
| Cc1ccccc1Cc1c(C)nc2c(-c3ccccc3)c(C)[nH]n2c1=O | nt | nt | nt | ? | nt | nt | 18µM* |
| NC(N)=NC(=O)Cc1c(Cl)cccc1Cl | i | -9% | 0.1 | -4% | 3% | 3% | 8.2µM* |
